Hsp70 activator – transcriptional activators of Hsp70; 200,000 tested, 0.04% active; HeLa Hsp70 promoter luciferase reporter, luminescence; scaled: vehicle 0, proteasome-inhibitor control 100%; activation, % at 10 µM;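 active = activation above the mean across all tested compounds plus 3 SD, cutoff set per campaign, cut at about 5.5% in these data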;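 also: 100% = MG132 at 30 µM as the positive control and 0% = DMSO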
APP 5'UTR act – activates APP 5'UTR luciferase reporter; SH-SY5Y APP 5'UTR luciferase reporter, luminescence; zero percent = DMSO vehicle wells; activation, % at 2 µM; 190,000 tested, 1% active; AID 1276;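 active = activation above a set limit, based on mean plus 3 SD of controls, cut at about 140% in these data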; also: values of inactives mirror those of a sister screen read the other way
STAT3 activator – increases IL-6 driven STAT3 reporter signal | AID 871 | activation (% of control), % at 5.6 µM | 190,000 tested, 0.91% active | U3A cells, IL-6 STAT3-luciferase reporter, luminescence; 100% = signal with IL-6 EC80 alone;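 active = activation above the screen-wide mean of compound activation plus 3 SD, cut at about 130% in these data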;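 also: 0% = background luminescence of wells with medium and substrate only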
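Material: STAT1-lacking human U3A cells, STAT3 luciferase reporter | Benchmarks: IL-6-only wells as 100% reference | Probe or stimulus: IL-6 (33 ng/mL) | Timing: Compound 1 h, then IL-6 6 h at 37 °C | Detection: Luminescence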
TLR4 MyD88 comp – blocks binding of human TLR4 to MyD88. O00206+Q99836. HeLa CL3-4 TLR4/MyD88 BLA complementation, FRET ratio. inhibition, % at 8.4 µM. 200,000 tested, 0.18% active. AID 861; in the data active = inhibition above about 25%;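 also: 0% = vehicle and 100% = reference inhibitor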
Target sequence (O00206 whole entry, looked up): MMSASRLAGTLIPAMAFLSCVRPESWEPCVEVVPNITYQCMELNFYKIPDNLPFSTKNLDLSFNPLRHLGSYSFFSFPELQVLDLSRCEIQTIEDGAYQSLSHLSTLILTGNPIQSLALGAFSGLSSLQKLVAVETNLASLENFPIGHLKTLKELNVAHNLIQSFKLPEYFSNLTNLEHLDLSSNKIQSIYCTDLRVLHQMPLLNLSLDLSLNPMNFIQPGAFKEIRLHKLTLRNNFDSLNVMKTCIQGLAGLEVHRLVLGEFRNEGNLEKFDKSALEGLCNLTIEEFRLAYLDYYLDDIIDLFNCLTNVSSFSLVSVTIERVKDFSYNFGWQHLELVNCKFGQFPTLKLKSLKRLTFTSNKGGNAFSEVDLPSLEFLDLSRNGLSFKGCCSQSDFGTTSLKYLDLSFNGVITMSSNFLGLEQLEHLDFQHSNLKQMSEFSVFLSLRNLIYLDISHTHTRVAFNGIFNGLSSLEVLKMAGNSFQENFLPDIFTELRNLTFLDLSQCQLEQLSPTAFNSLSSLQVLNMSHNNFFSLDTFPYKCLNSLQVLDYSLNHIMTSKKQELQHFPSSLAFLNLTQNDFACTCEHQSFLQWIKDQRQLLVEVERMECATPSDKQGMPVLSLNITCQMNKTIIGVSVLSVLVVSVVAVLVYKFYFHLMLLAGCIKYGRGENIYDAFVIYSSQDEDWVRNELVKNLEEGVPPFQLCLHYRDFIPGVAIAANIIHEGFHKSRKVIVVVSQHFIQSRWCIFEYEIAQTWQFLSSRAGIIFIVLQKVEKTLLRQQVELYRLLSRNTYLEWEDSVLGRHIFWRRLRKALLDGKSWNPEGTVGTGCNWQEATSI
Target sequence (Q99836 whole entry, looked up): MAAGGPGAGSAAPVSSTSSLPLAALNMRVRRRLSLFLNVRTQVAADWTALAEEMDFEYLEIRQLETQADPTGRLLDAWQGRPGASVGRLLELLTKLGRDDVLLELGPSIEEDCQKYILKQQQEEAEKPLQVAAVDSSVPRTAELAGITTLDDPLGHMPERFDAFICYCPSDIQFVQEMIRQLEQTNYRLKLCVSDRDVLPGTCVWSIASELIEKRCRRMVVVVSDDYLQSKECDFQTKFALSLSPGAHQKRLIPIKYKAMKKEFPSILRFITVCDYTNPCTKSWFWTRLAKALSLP
NF-kB neuron act – NF-kB expression increase, human neuronal cells. NF-kB reporter expression; stronger effect = higher value. fold change at 12.5 µM. 190,000 tested, 1.6% active; in the data active = fold change above about 3.3
STAT1 activator – increases IFN-gamma driven STAT1 reporter signal | NIH 3T3 STAT1-luciferase reporter, luminescence; 100% = IFN-gamma alone, no compound | activation (% of control), % at 5.5 µM | AID 932 | 200,000 tested, 2.6% active;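 active = activation above the screen-wide mean activation plus 3 SD, cut at about 130% in these data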;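 also: raw ratio to IFN-gamma control signal so 100% means no change and 0% no light; values of inactives mirror those of a sister screen read the other way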
STAT1 blocker – inhibitors of IFN-gamma induced STAT1 signaling. inhibition, % at 5.5 µM. AID 920. NIH 3T3 STAT1-luciferase reporter, luminescence. 200,000 tested, 0.35% active;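 active = inhibition above a set limit, the mean inhibition across all tested compounds plus 3 SD, cut at about 34% in these data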;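 also: 0% = IFN-gamma with DMSO and 100% = IFN-gamma with 300 µM nifuroxazide; values of inactives mirror those of a sister screen read the other way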
STAT3 blocker – STAT3 signaling inhibition. U3A cells, IL-6 STAT3-luciferase reporter, luminescence; host cell line lacks STAT1. inhibition, % at 5.5 µM. 190,000 tested, 0.89% active. AID 862;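 active = inhibition above the mean inhibition across all screened compounds plus 3 SD, cut at about 44% in these data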;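 also: 0% = DMSO only wells and 100% = 100 µM nifuroxazide control wells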
Efa HMGR inh – blocks class II HMG-CoA reductase of Enterococcus faecalis; 190,000 tested, 0.41% active; AID 1066; purified E. faecalis HMGR, NADPH absorbance 340 nm kinetic; inhibition, % at 10 µM;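 active = inhibition above a set limit, the median over all tested compounds plus 3 SD, cut at about 9.5% in these data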;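 also: enzyme runs in reverse so mevalonate oxidation gives rising NADPH absorbance; 0% = complete reaction with DMSO and 100% = background rate lacking mevalonate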
Redox H2O2 prof – compounds producing H2O2 with reducing agent – biochemical, NIH compound library profiling, artefact control for MLSCN library redox annotation, primary screen | activation, % at 10 µM | 200,000 tested, 0.03% active | AID 878 | DTT-dependent redox cycling H2O2, phenol red/HRP absorbance; 100% = 100 µM peroxide control, 0% = buffer;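 active = activation of at least 50% relative to the plate's high and low controls in the primary single-dose screen; inactive = activation below 50%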;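 also: compound incubated with DTT at 0.8 mM final as the reducing agent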
* hit, by the source's call; · = no result given.

SMILES	Hsp70 activator	APP 5'UTR act	STAT3 activator	TLR4 MyD88 comp	NF-kB neuron act	STAT1 activator	STAT1 blocker	STAT3 blocker	Efa HMGR inh	Redox H2O2 prof
O=C(c1ccc2c(=O)n(Cc3ccc4c(c3)OCO4)c(=S)[nH]c2c1)N1CCCCC1	-0.3	-10	107	-9	1.4	96	4	-6	-3	2.4
CCCS(=O)(=O)NCCc1cc2ccc(OC)cc2[nH]c1=O	0.2	6	105	3	1.2	104	-7	-8	4	0.1
O=C(Nc1ccc(Br)cc1)N1CCCCC1	-0.1	12	88	-4	2	112	-15	21	-9	1.1
CN(C)S(=O)(=O)c1ccc(C(=O)Nc2ccc(Cl)cc2)cc1	-0.1	-3	89	-9	1.2	110	-11	22	-3	-1.1
CCOc1ccc(N(CC(=O)NN=C2CCCC2)S(C)(=O)=O)cc1	0.0	4	105	2	1.2	101	-2	-2	-1	-1.0
O=C(CN1C(=O)CS/C1=C\c1nc(-c2ccc(Cl)cc2)cs1)Nc1cccnc1Cl	-0.3	1	89	-11	1.2	101	0	15	-1	-0.1
Cc1ccccc1OCC(=O)Nc1cccc(C(=O)O)c1	-0.5	-68	9	13	9*	12	97*	103*	-1	-0.7
CCC(=O)OCC(=O)c1cc(C)n(-c2ccc(Br)cc2)c1C	-0.3	14	99	7	1.3	97	2	5	-2	-1.1
COc1cc(/C=N/NC(=O)c2ccccc2)ccc1OS(=O)(=O)c1ccccc1	-0.1	11	99	-15	1.6	115	-17	2	-3	-0.6
CCOC(=O)c1sc2ncn(/N=C/N(C)C)c(=O)c2c1C	-0.3	7	94	-16	1.3	98	2	12	-3	1.6

Four records drawn at random from those above:
SMILES	Hsp70 activator	APP 5'UTR act	STAT3 activator	TLR4 MyD88 comp	NF-kB neuron act	STAT1 activator	STAT1 blocker	STAT3 blocker	Efa HMGR inh	Redox H2O2 prof
Cc1ccccc1OCC(=O)Nc1cccc(C(=O)O)c1	-0.5	-68	9	13	9*	12	97*	103*	-1	-0.7
CCOc1ccc(N(CC(=O)NN=C2CCCC2)S(C)(=O)=O)cc1	0.0	4	105	2	1.2	101	-2	-2	-1	-1.0
CN(C)S(=O)(=O)c1ccc(C(=O)Nc2ccc(Cl)cc2)cc1	-0.1	-3	89	-9	1.2	110	-11	22	-3	-1.1
CCC(=O)OCC(=O)c1cc(C)n(-c2ccc(Br)cc2)c1C	-0.3	14	99	7	1.3	97	2	5	-2	-1.1

(further entries)
SMILES	Hsp70 activator	APP 5'UTR act	STAT3 activator	TLR4 MyD88 comp	NF-kB neuron act	STAT1 activator	STAT1 blocker	STAT3 blocker	Efa HMGR inh	Redox H2O2 prof
COCCn1c(Cc2ccccc2)nnc1SCC(=O)Nc1cc(C)on1	0.0	2	105	-13	0.95	91	9	-2	1	-0.3
Cn1c(SCC(=O)Nc2nccs2)nnc1-c1ccncc1	-0.2	-10	100	-9	1.2	101	-1	2	2	-0.6
COc1ccc2nc(NC(=O)CSc3nc(C)cc(C)n3)sc2c1	-0.1	-5	93	-6	0.7	101	-1	12	-2	-0.1
Cn1c(SCC(=O)N/N=C/c2cccs2)nc2ccccc21	-0.4	6	96	-4	1	95	5	11	0	-1.3
Cn1c(=O)n(C)c2cc(S(=O)(=O)NCc3ccco3)ccc21	-0.4	27	101	-6	1.1	108	-7	5	-1	-0.7
Cc1ccc(-c2cc(C(=O)N3CCCc4ccccc43)c3ccccc3n2)cc1	0.4	-6	102	15	0.77	96	5	-5	-4	0.3
Cc1cc(C(=O)COC(=O)c2ccc(CO)cc2)c(C)n1CC1COc2ccccc2O1 (stereo not drawn)	1.1	-7	101	-13	1	102	-2	-1	-1	0.9
O=C1N/C(=C\c2ccc(O)cc2)C(=O)c2ccccc21	-0.1	20	88	16	0.91	78	25	22	2	-4.5
CCCc1nnc(NC(=O)Cn2c(=O)oc3cc(Br)ccc32)s1	-0.3	12	98	-5	1.1	113	-14	4	-1	0.7
COc1ccc(C(=O)/C(=C/c2cccs2)c2nc3ccccc3o2)cc1	0.1	52	102	10	0.76	110	-11	5	-3	0.2

Next results follow.
SMILES	Hsp70 activator	APP 5'UTR act	STAT3 activator	TLR4 MyD88 comp	NF-kB neuron act	STAT1 activator	STAT1 blocker	STAT3 blocker	Efa HMGR inh	Redox H2O2 prof
CCC(CC)C(=O)NCc1ccccc1OC	-0.2	2	103	4	0.92	101	-1	6	2	0.4
CC(=O)C1=C(O)C(=O)N(Cc2cccnc2)C1c1ccc(Cl)cc1 (stereo not drawn)	-0.3	8	108	-6	0.89	94	2	-6	-1	1.0
CN1c2ccsc2C(O)=C(C(=O)Nc2ccccc2)S1(=O)=O	-0.5	·	93	-7	1.1	101	-1	15	-1	1.8
COc1ccccc1/C=N/NC(=O)CN(C1=NS(=O)(=O)c2ccccc21)c1ccccc1	-0.1	-9	103	-10	0.9	103	-4	-6	0	0.6
C/C(CCc1ccc2c(c1)OCO2)=N\N=C(/N)SC1CC(=O)N(c2ccc(Cl)cc2)C1=O (stereo not drawn)	0.5	4	97	12	0.86	102	-2	9	-1	-8.4
CCCC(=O)Nc1c(C(=O)OCC)oc2ccccc12	0.0	0	112	-7	0.95	99	-1	-8	-3	1.0
COc1ccc(CCN2C(=O)CC(NCCc3ccc(S(N)(=O)=O)cc3)C2=O)cc1OC (stereo not drawn)	-0.3	-3	101	1	1	100	0	6	3	0.1
COc1cccc(CN2CCN(C(=O)c3ccc(-c4ccccc4)cc3)CC2)c1OC	-0.1	-12	107	-6	·	95	6	-1	-2	-0.3
CC(C)(C)c1cc(NC(=O)CSc2nncs2)n(-c2ccccc2)n1	-0.2	21	108	-6	1.1	102	-2	-12	-1	-0.8
C=CCCC(=O)Nc1ccc(Br)cn1	0.2	-1	97	3	1.2	95	6	6	1	-0.2

Next part
SMILES	Hsp70 activator	APP 5'UTR act	STAT3 activator	TLR4 MyD88 comp	NF-kB neuron act	STAT1 activator	STAT1 blocker	STAT3 blocker	Efa HMGR inh	Redox H2O2 prof
O=[N+]([O-])c1ccc(N/N=C/c2cccc(O)c2O)c(S(=O)(=O)N2CCOCC2)c1	0.4	-27	104	9	1.1	114	-17	3	-2	1.1
COc1ccc(OC)c2c(N)c(C#N)c(C(F)(F)C(F)(F)F)nc12	-0.5	-7	104	10	1.1	104	-4	0	0	-0.3
O=[N+]([O-])c1cccnc1N1CCN(c2ccccc2F)CC1	-0.1	-13	88	3	1.5	114	-17	16	0	-0.1
CCN(CC)S(=O)(=O)c1cccc(C(=O)NC(C(=O)Nc2nnc(C)s2)C(C)C)c1 (stereo not drawn)	-0.5	-12	103	-2	0.95	98	5	-3	0	0.7
COC(CN(C(=O)CCl)C(C(=O)NC1CCCCC1)c1ccc(C)cc1)OC (stereo not drawn)	0.4	-4	102	-24	1.1	97	4	-5	-1	-0.7
CNc1nc(N)nc(-c2cc(Cl)ccc2OC)n1	0.1	24	107	-5	0.92	100	-1	-3	1	-0.5
O=C(/C=C/c1ccc2c(c1)OCO2)NCCSCc1cccc(Cl)c1	-0.4	7	97	-2	1.2	99	1	10	4	0.5
COc1cccc(Oc2ccc(C(F)(F)F)cc2NC(=O)c2cccc(F)c2)c1	-0.3	0	113	-8	1	92	9	-9	2	-0.2
Cc1[nH]c2ccccc2c1/C=N/NC(=O)c1cccs1	0.3	10	97	-6	1.7	107	-9	9	-8	0.4
C=C(C)CNC(=S)N/N=C(\C)c1cccc(NC(C)=O)c1	-0.2	9	104	-6	1.4	105	-7	-2	-1	-0.6
CC1=CC(=O)N(c2ccc(C)cc2)C1c1ccc(Cl)cc1 (stereo not drawn)	-0.6	11	102	0	0.93	99	1	0	5	0.0
CCN(CCO)c1cc(Cl)nc(SC)n1	-0.2	-15	111	-6	1.1	103	-3	-3	-2	1.4
O=C(c1ccccc1F)N1CCN=C1SCc1cccnc1	-0.1	-1	91	-12	1.1	92	9	19	3	-0.2
C=CCn1c(=O)/c(=C/c2ccc(F)cc2)s/c1=C(\C#N)c1nnc2n1CCCCC2	-0.3	6	96	-17	0.93	103	-4	14	-5	1.5
COc1ccccc1OCC(=O)Nc1ccc(S(=O)(=O)N2CCCCCC2)cc1	-0.5	-1	92	-3	0.94	95	5	19	-8	2.4
CC(=O)Cc1nsc(NC(=O)c2ccc(-c3cc(C(F)(F)F)ccc3Cl)o2)n1	0.2	-3	98	-11	1.2	99	1	6	-1	0.3
Cc1ccc(S(=O)(=O)N2CCOCC2)cc1C(=O)NCc1ccco1	-0.6	5	103	-2	0.96	104	-4	1	1	2.3
CCOC(=O)C1CCN(Cc2ccc(Cl)c(Cl)c2)CC1	-0.1	-3	90	1	0.92	101	-1	17	-1	0.2
COc1ccc(-c2c(C)nn3c(N4CCN(Cc5ccccc5)CC4)cc(C)nc23)cc1OC	-0.2	13	94	13	0.37	95	5	13	-8	-1.5
Cc1ccccc1C(=O)Nc1cccc(NC(=S)NC(=O)c2cccs2)c1	-0.4	-21	83	-5	0.88	106	-6	30	1	0.9

Screens from PubChem.
